FH mod: Identification of activators of human fumarate hydratase by quantitative high-throughput screening; Fumarate hydratase, mitochondrial (Homo sapiens), P07954; 54,000 compounds, 0.22% hits; Potency, µM (titrated, usually from 79.9 µM), for inactives: top-dose activity change, negative = inhibition, usual class: inhibitors; FH coupled MDH/diaphorase resazurin fluorescence, 15 min; AID 1347055, 2019; further: potency means the concentration at half of the fitted maximal effect; on the % scale 0 is the no-effect control and ±100 the full control effect; the screen sought activators but most active calls are inhibition curves; nearly all actives have a fitted effect of over 45% in size
p53null 39C tox: p53 null cell cytotoxicity, nonpermissive temperature; 55,000 compounds, 0.97% hits; Potency, µM (highest dose often 46.1 µM), for inactives: at the top dose activity, negative = cell killing, most hits filed as cytotoxic; H1299 p53-null (neo) cells, 39C, ATPlite viability, 24 h; AID 904;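 further: potency means the concentration at half of the fitted maximal effect; 0% = DMSO only and -100% = full killing by 100 µM tamoxifen; nearly all actives have a fitted effect of over 50% in size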
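Luminescent ATP signal reported cell survival after H1299 lines (neo, p53 null; or p53 A138V) received up to 46 uM compound and 24 hr incubation at 39C.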
NTMT1 inh: inhibitors of human N-terminal methyltransferase NTMT1; NTMT1 MTase-Glo SAH luminescence, purified enzyme; Potency, µM (top dose mostly 114 µM), for the others: at the highest dose activity change, negative = inhibition, usual class: inhibitors; 59,000 compounds, 2.5% hits; AID 1645870;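 further: potency means the concentration at half of the fitted maximal effect; plate controls were DMSO vehicle for no effect and no enzyme for full effect; nearly all actives have a fitted effect of over 65% in size; many of its hits are not listed in these tables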
p53null 32C kill: kills p53 null cells at the permissive temperature. H1299-neo p53 null cells, ATP luminescence, 24 h, 32C. Potency, µM (top dose mostly 46.1 µM), without a hit: at the highest dose activity change, negative = cytotoxicity, most hits filed as cytotoxic. 55,000 compounds, 0.62% hits;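 further: potency means the concentration at half of the fitted maximal effect; 0% = DMSO only and -100% = full killing by 100 µM tamoxifen; nearly all actives have a fitted effect of over 55% in size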
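We seeded p53-null H1299-neo cells, incubated them overnight at 37C, and added compounds across a range up to 46 uM. After 24 hours at 32C, ATP reagent was applied for 20 min at room temperature and luminescence recorded.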
B2AR arrestin ag: ADRB2 beta-arrestin recruitment. 44,000 tested, under 10 active. AID 1347077. HTLA Tango cells, beta-arrestin recruitment, luciferase luminescence, 18 h. Potency, µM (series often up to 46.1 µM), inactives show at the highest dose activation, usual class: activators;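 further: potency means the concentration at half of the fitted maximal effect; 0% = DMSO and full agonism = EC100 isoproterenol or metaproterenol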
Target sequence (P07550 whole entry, looked up): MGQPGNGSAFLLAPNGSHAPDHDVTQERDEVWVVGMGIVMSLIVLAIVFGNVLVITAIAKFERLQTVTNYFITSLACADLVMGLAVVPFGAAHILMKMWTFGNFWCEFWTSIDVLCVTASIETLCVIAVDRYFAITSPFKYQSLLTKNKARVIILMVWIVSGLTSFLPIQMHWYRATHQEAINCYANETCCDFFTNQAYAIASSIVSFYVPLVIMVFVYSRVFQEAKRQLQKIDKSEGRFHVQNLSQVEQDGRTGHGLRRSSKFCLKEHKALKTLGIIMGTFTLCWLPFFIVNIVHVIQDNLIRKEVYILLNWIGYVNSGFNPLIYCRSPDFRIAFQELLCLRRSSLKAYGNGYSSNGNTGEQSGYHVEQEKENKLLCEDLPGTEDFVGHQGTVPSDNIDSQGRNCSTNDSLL
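Tango cells expressing recombinant beta2-AR and beta-arrestin were treated with compounds (up to 46 microM titration) in DMEM with 1% FBS for 18 hr at 37 degrees C. Beta-arrestin recruitment drove tTA-dependent luciferase, read by luminescence; curves were fitted and classed.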
GALK inh: GALK (human) enzyme inhibition. AID 1347072. 44,000 tested, under 10 active. recombinant GALK, Kinase-Glo ATP luminescence, 1 h. P51570. Potency, µM (top dose mostly 57.5 µM), for the others: at the highest dose activity, negative = inhibition, most hits filed as inhibitors;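 further: plate controls were full GALK reaction for no effect and reaction lacking GALK for full effect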
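Human GALK (5 nM) was incubated with 35 uM ATP and 100 uM galactose in 20 mM HEPES pH 8.0 with MgCl2, NaCl, DTT and BSA for 1 h at room temperature. Remaining ATP was measured by Kinase-Glo Plus luminescence.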
TSG101-PTAP inh: TSG101-PTAP interaction inhibition, HIV-1 budding; Q99816; Fluorescence polarization, FITC-PTAP peptide/Tsg101, 20 min; Potency, µM (series often up to 115 µM), without a hit: at the highest dose activity change, negative = inhibition, actives largely listed as inhibitors; 44,000 tested, under 10 active; AID 1347069; further: potency means the concentration at half of the fitted maximal effect; 0% is about no effect
Target sequence (Q99816 whole entry, looked up): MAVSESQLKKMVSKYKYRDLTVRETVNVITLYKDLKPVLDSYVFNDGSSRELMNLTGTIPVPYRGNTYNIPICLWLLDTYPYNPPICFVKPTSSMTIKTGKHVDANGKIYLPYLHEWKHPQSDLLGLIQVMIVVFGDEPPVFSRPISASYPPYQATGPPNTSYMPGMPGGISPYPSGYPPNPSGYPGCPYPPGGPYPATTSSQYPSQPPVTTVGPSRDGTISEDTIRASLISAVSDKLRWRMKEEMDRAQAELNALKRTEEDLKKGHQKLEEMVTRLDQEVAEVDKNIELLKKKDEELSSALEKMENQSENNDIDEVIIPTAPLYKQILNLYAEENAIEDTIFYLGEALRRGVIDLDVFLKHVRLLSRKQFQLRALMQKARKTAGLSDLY
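Fluorescence polarization binding of Tsg101 binding domain (10 uM final) to FITC-labeled PTAP-motif peptide (50 nM final) in HEPES pH 7.5/NaCl/Tween 20/EDTA/TCEP buffer; 20 min at r.t. Actives by curve class, <25 µM, efficacy <60% inhibition.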
* = called active by the depositor; u = inconclusive; x = no result given; [ ] = another dose, or the depositor's remark. The call rests on the fitted dose curve; in most records, active means well fitted curve in the direction sought with a large enough effect; inconclusive means small, poorly fitted or top-dose-only effect, or another doubt; inactive means no such curve, though single readings can be large; an effect the other way counts as inactive or inconclusive.

Screens in order – FH mod	p53null 39C tox	NTMT1 inh	p53null 32C kill	B2AR arrestin ag	GALK inh	TSG101-PTAP inh
> CCCC(=O)N(c1ccc2oc(C)c(C(C)=O)c2c1)S(=O)(=O)c1ccc(C)cc1
  -20%	4%	19%	41%[activator]	5%	0%	-4%
> Cc1ccc(NC(=O)NCc2ccc3c(c2)CCN3C(=O)c2ccccc2)c(Cl)c1
  u	9%	-27%	6%	1%	0%	6%
> CCCN(C(=O)c1coc(=O)c2ccccc12)c1ccccc1C
  -7%	-5%	-4%	14%	0%	5%	-10%
> COc1ccc(C2=NN(CC(=O)NCCc3ccc(OC)c(OC)c3)C(=O)CC2)cc1
  -3%	-7%	-4%	9%	-1%	0%	-2%
> CC(=O)Nc1nonc1-c1nnc(SCC(=O)Nc2ccc(C)cc2)n1-c1ccccc1
  0%	-12%	1%	-10%	-3%	6%	-5%
> Cc1nc(-c2ccc(C)c(N3CCN(C(=O)Nc4cccc(Cl)c4C)CC3)c2)no1
  -8%	26%	-7%	6%	0%	-6%	-1%
> CCc1cccc(NC(=O)c2cc3c(=O)oc4ccc(C)cc4c3s2)c1
  5%	-19%	18%	6%	1%	-3%	0%
> CCOC(=O)c1c(C)oc2ncnc(Nc3ccc(OC)c(OC)c3)c12
  -1%	-12%	-5%	-20%	-2%	2%	2%
> COC(=O)c1ccccc1NC(=O)Cn1c(=O)n(-c2ccc(Cl)cc2)c(=O)c2c(C)c(C)sc21
  -10%	-11%	-2%	2%	0%	6%	0%
> CCOC(=O)CSc1nc2ccc(NC(=O)c3ccc(Cl)cc3)cc2s1
  -1%	-29%	12%	u	-4%	0%	3%
> CC(C)CCOc1ccc(C(=O)NCC2OCCc3ccccc32)cc1 (stereo not drawn)
  -1%	3%	-9%	-2%	1%	-2%	0%
> O=C(CSCc1ccccc1Cl)N1CCN(c2ccc(F)cc2)CC1
  -27%	24%	4%	-2%	0%	-5%	-6%
> COc1ccc(N(C(=O)c2cccc(C)c2)S(=O)(=O)c2ccc3c(c2)n(C)c(=O)n3C)cc1
  -19%	-15%	7%	3%	1%	2%	-7%
> Cc1ccccc1NC(=O)CSc1nc2c(oc3ccccc32)c(=O)n1Cc1ccco1
  -2%	-4%	-8%	10%	1%	0%	-5%
> Cc1cccc(-n2cc(-c3ccccc3)c3c(NC(C)C)ncnc32)c1
  -15%	20%	-1%	9%	1%	-1%	-4%
> CCc1nn(CC(=O)NCCCc2ccccc2)c(=O)c2cc3cc(F)ccc3n12
  x	8%	x	-1%	-1%	0%	-2%
> Cc1cccc(Oc2nc3c(c(=O)n(C)c(=O)n3C)n2C)c1C
  -16%	-9%	-8%	1%	1%	4%	-2%
> Cc1ccc(-c2nc3c(C)cccn3c2Nc2ccccc2C)s1
  -15%	14%	-3%	14%	1%	-8%	-10%
> Cc1ccc(Cl)cc1Nc1nn2c(=O)c3ccc(C(=O)NC(C)c4ccccc4)cc3nc2s1 (stereo not drawn)
  4%	11%	-5%	6%	0%	2%	-8%
> Cc1ccc(NC(=O)C(=O)NCCc2sc(-c3ccc(Cl)cc3)nc2C)cc1C
  20%	-1%	-5%	0%	1%	1%	0%

Whole records, looked up by structure:
Shown for `Cc1cccc(Oc2nc3c(c(=O)n(C)c(=O)n3C)n2C)c1C` → FH mod = -16%; p53null 39C tox = -9%; NTMT1 inh = -8%; p53null 32C kill = 1%; B2AR arrestin ag = 1%; GALK inh = 4%; TSG101-PTAP inh = -2%
Shown for `CC(C)CCOc1ccc(C(=O)NCC2OCCc3ccccc32)cc1` (stereo not drawn) → FH mod = -1%; p53null 39C tox = 3%; NTMT1 inh = -9%; p53null 32C kill = -2%; B2AR arrestin ag = 1%; GALK inh = -2%; TSG101-PTAP inh = 0%
Shown for `Cc1nc(-c2ccc(C)c(N3CCN(C(=O)Nc4cccc(Cl)c4C)CC3)c2)no1` → FH mod = -8%; p53null 39C tox = 26%; NTMT1 inh = -7%; p53null 32C kill = 6%; B2AR arrestin ag = 0%; GALK inh = -6%; TSG101-PTAP inh = -1%

Next structures.
Assay codes – A = FH mod; B = p53null 39C tox; C = NTMT1 inh; D = p53null 32C kill; E = B2AR arrestin ag; F = GALK inh; G = TSG101-PTAP inh
SMILES: O=C(COCc1cc(-c2cccs2)on1)N1CCN(c2ccccc2)CC1
  A: -5%; B: -5%; C: -7%; D: 1%; E: 1%; F: 3%; G: -4%

SMILES: O=C(Nc1cc(F)ccc1F)C1CCN(C(=O)c2cnn(-c3ccccc3)c2-n2cccc2)CC1
  A: -10%; B: -14%; C: u; D: 9%; E: -1%; F: 7%; G: -5%

SMILES: CCOc1ccccc1NC(=O)Nc1nnc(N2CCCC(C)C2)s1 (stereo not drawn)
  A: -28%; B: -4%; C: -3%; D: 0%; E: -1%; F: 0%; G: -13%

SMILES: Cc1ccc(C)c(N2CCN(C(=O)NCc3noc4ccc(C)cc34)CC2)c1
  A: -20%; B: 18%; C: -4%; D: 24%; E: -1%; F: 2%; G: -6%

SMILES: Cc1nnc(SCc2cc(=O)c3ccccc3[nH]2)s1
  A: -2%; B: 3%; C: 2%; D: -9%; E: 0%; F: 0%; G: -5%

SMILES: CCCOc1ccc(-c2nonc2NC(=O)c2ccco2)cc1OCCC
  A: 1%; B: -3%; C: 8%; D: -6%; E: 1%; F: -3%; G: -1%

SMILES: Cc1ccc(C(C)C)c(OCC(=O)Nc2c(C(=O)c3ccc(F)cc3)oc3ccccc23)c1
  A: 3%; B: -8%; C: 14%; D: -4%; E: 0%; F: 0%; G: -10%

SMILES: Cc1ccc(Cl)cc1N(C)C(=O)Cn1nc(Cc2cccnc2)c2ccccc2c1=O
  A: 23%; B: -11%; C: 4%; D: 2%; E: 0%; F: -8%; G: -7%

6 records drawn at random from those above, as already listed:
Assay codes – A = FH mod; B = p53null 39C tox; C = NTMT1 inh; D = p53null 32C kill; E = B2AR arrestin ag; F = GALK inh; G = TSG101-PTAP inh
SMILES: CCc1cccc(NC(=O)c2cc3c(=O)oc4ccc(C)cc4c3s2)c1
  A: 5%; B: -19%; C: 18%; D: 6%; E: 1%; F: -3%; G: 0%

SMILES: CCCOc1ccc(-c2nonc2NC(=O)c2ccco2)cc1OCCC
  A: 1%; B: -3%; C: 8%; D: -6%; E: 1%; F: -3%; G: -1%

SMILES: CCOC(=O)CSc1nc2ccc(NC(=O)c3ccc(Cl)cc3)cc2s1
  A: -1%; B: -29%; C: 12%; D: u; E: -4%; F: 0%; G: 3%

SMILES: Cc1nc(-c2ccc(C)c(N3CCN(C(=O)Nc4cccc(Cl)c4C)CC3)c2)no1
  A: -8%; B: 26%; C: -7%; D: 6%; E: 0%; F: -6%; G: -1%

SMILES: COC(=O)c1ccccc1NC(=O)Cn1c(=O)n(-c2ccc(Cl)cc2)c(=O)c2c(C)c(C)sc21
  A: -10%; B: -11%; C: -2%; D: 2%; E: 0%; F: 6%; G: 0%

SMILES: Cc1nnc(SCc2cc(=O)c3ccccc3[nH]2)s1
  A: -2%; B: 3%; C: 2%; D: -9%; E: 0%; F: 0%; G: -5%

Bioassay records: PubChem, National Center for Advancing Translational Sciences (NCATS)

A portion of the library; the hit share may differ from the screen's.
